M5 ag = human M5 muscarinic receptor agonists, primary screen, CHO-K1 cells, Fluo-8 calcium fluorescence | Muscarinic acetylcholine receptor M5 (Homo sapiens), P08912 | CHO-K1 hM5 cells; 0% DMSO wells, 100% maximal acetylcholine response | activation, % at 3 µM | actives 0.19% (n = 360,000);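 active = activation above the run's mean over test compounds plus 3 SD, cut at about 23% in these data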;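 note: signal is peak over basal fluorescence ratio across the kinetic read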
Target sequence (P08912 whole entry, looked up): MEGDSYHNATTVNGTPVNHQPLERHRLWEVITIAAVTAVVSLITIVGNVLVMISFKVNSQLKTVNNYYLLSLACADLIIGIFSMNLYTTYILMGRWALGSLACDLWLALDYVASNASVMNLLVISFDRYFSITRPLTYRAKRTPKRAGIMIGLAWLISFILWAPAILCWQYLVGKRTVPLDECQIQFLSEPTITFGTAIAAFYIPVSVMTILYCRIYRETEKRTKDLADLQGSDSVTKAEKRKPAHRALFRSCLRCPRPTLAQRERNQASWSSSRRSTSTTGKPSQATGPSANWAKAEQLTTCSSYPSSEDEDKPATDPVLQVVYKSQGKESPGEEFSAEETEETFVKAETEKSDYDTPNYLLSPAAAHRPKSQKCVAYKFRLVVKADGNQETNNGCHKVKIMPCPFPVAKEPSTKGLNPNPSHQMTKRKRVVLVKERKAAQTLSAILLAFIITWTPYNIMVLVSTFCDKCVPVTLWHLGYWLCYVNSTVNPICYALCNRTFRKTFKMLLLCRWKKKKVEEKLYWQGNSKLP
M4 ag = human M4 muscarinic receptor agonists, primary screen, CHO-K1 cells, Fluo-8 calcium fluorescence; Muscarinic acetylcholine receptor M4 (Homo sapiens), P08173; CHO-K1 hM4/Gqi5; vehicle 0%, full acetylcholine response 100%; activation, % at 3 µM; actives 0.14% (n = 360,000); AID 624127, 2012;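 active = activation above the run mean over all test wells plus 3 SD, cut at about 32% in these data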;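 note: peak over basal fluorescence ratio per well then scaled between controls; 0% = DMSO wells and 100% = acetylcholine at EC100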
Target sequence (P08173 whole entry, looked up): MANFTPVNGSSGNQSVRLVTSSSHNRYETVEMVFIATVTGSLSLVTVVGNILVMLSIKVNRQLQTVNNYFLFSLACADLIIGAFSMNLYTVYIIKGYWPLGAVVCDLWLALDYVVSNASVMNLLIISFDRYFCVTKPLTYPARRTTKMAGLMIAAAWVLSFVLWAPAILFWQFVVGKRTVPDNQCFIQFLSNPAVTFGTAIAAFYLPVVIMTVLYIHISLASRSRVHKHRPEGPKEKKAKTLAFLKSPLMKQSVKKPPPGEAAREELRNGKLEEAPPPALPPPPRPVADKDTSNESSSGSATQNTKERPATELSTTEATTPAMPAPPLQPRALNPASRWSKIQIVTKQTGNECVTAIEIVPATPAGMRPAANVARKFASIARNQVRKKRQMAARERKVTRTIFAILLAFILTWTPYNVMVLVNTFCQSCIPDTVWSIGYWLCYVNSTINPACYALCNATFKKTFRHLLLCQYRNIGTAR
CHO-K1 Ca ag = counter-screen for M1 agonists: effect in parental CHO-K1 cells. Fluo-8 calcium fluorescence; scaled to maximal ATP response, vehicle zero. activation, % at 3 µM. actives 0.48% (n = 360,000); in the data active = activation above about 15%;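 note: untransfected CHO-K1 host cells lacking M1 receptor as counterscreen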
M1 PAM parental = nonselective calcium activators in parental CHO-K1 cells, primary screen, counter-screen for M1 PAM project, cell-based, Fluo-8 calcium fluorescence, full deck, 1536-well; ATP EC20; 0% at ATP EC20, 100% at ATP max; actives 0.02% (n = 360,000); activation, % at 3 µM;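 active = activation above the run cutoff, the mean activation of all test compounds plus 3 SD, cut at about 40% in these data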;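 note: peak over basal fluorescence ratio in a 140 s read after ATP addition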
CHRM5 PAM = human M5 muscarinic receptor positive allosteric modulators, primary screen, CHO-K1 cells, Fluo-8 calcium fluorescence | CHO-K1 hM5, ACh EC20 PAM; 0% = ACh EC20, 100% = ACh EC100 | activation, % at 3 µM | actives 0.3% (n = 360,000);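 active = activation above the run cutoff, the mean activation of all test compounds plus 3 SD, cut at about 18% in these data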
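Assay system: CHO-K1 hM5 cells. Also added: acetylcholine at EC20 concentration, added after compound. Dosing: 3 µM, single dose. Times: compound preincubation 140 s before EC20 acetylcholine addition. Signal: Fluo-8 calcium fluorescence. Measure: % activation relative to EC20 and EC100 ACh responses. Repeats: singlicate, one well per test compound.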
CHRM5 antagonist = human M5 muscarinic receptor antagonists, primary screen, CHO cells, Fluo-8 calcium fluorescence; Muscarinic acetylcholine receptor M5 (Homo sapiens), P08912; CHO-hM5 cells, ACh EC80; inhibition, % at 3 µM; actives 0.59% (n = 360,000);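 active = inhibition above a per-plate cutoff, the mean of that plate's test compounds plus 3 SD, cut at about 27% in these data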;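 note: 0% = acetylcholine EC80 with DMSO and 100% = DMSO without agonist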
M4 antag = human M4 muscarinic receptor antagonists, primary screen, CHO cells, Fluo-8 calcium fluorescence; CHO-hM4 cells, ACh EC80; inhibition, % at 3 µM; actives 0.73% (n = 360,000); AID 624125, 2012;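 active = inhibition above its plate's cutoff, the mean inhibition of sample wells plus 3 SD, cut at about 27% in these data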;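 note: 0% = acetylcholine EC80 with DMSO and 100% = DMSO without agonist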
CHO-K1 Ca antag = nonselective inhibitor or artifact in parental CHO-K1 cells | inhibition, % at 3 µM | ATP-induced calcium, Fluo-8 fluorescence | actives 0.6% (n = 360,000) | AID 602250;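 active = inhibition above a per-plate cutoff, the plate's mean sample inhibition plus 3 SD, cut at about 24% in these data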;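 note: 0% = DMSO plus EC80 ATP and 100% = DMSO alone without ATP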
M4 PAM = human M4 muscarinic receptor positive allosteric modulators, primary screen, CHO-K1 cells, Fluo-8 calcium fluorescence; Muscarinic acetylcholine receptor M4 (Homo sapiens), P08173; CHO-K1 hM4/Gqi5, ACh EC20; 0% = ACh EC20, 100% = maximal ACh; activation, % at 3 µM; actives 0.4% (n = 360,000); AID 624126, 2012;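 active = activation above its plate's cutoff, the mean activation of sample wells plus 3 SD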; note: some results filed as inactive read as strong as hits
Active calls of the source: *.

SMILES	M5 ag	M4 ag	CHO-K1 Ca ag	M1 PAM parental	CHRM5 PAM	CHRM5 antagonist	M4 antag	CHO-K1 Ca antag	M4 PAM
COc1ccccc1N/N=C(\C#N)C(=N)N1CCOCC1	2.7	1.9	2.1	17.3	0.1	-8.1	-9.3	-7.2	-0.8
CC(=O)c1cc(-c2ccccc2)[nH]c1N1CCOCC1	2.9	4.7	1.8	5.5	0.8	-3.5	3.3	-7.0	4.0
Cc1cc(C)n(C(=O)CNC(=O)c2cccc(Br)c2)n1	-2.4	1.7	9.0	-0.5	2.5	-6.8	0.5	7.0	-4.4
COc1cc(CC(=O)Nc2cccc(S(=O)(=O)N(C)c3ccccc3)c2)cc(OC)c1OC	2.8	12.5	6.9	-5.9	-17.2	9.9	0.2	-0.6	-2.3
COc1ccc(S(=O)(=O)Nc2ccc(-n3cccc3)cc2)cc1	-1.7	1.3	0.6	15.5	6.2	1.1	-8.0	-2.0	-0.6
COc1ccc(CCNC(=O)Cc2ccc(Cl)cc2)cc1OC	0.7	0.0	1.0	16.4	0.7	2.3	-0.9	-6.4	-0.8
Cc1cc(=O)[nH]c(SCC(=O)Nc2ccc(F)c([N+](=O)[O-])c2)n1	2.8	0.3	0.8	10.9	-2.8	1.7	-1.0	-22.0	0.9
CCC(C)C(NC(=O)c1ccc(Cl)cc1Cl)C(=O)O (centres undefined)	-1.3	1.2	0.8	20.7	-4.6	8.1	0.5	-10.9	1.8
O=C1NC[C@H](CCCCN2CCN(CC3CCCCC3)C(=O)C2=O)N(CC2CCCCC2)C1=O	-3.1	0.6	1.2	13.9	4.3	-4.0	3.1	-20.8	2.6
COc1ccccc1CNC(=O)COC(=O)c1ccc([N+](=O)[O-])o1	4.1	2.4	0.6	11.9	11.0	3.0	-11.8	-26.1	6.2
O=C(/C=C/c1ccccc1)OCCN1C(=O)c2ccccc2C1=O	2.1	8.8	4.1	-9.0	-2.5	1.4	-3.0	-10.1	-6.9
CSc1ccc(-c2nnn(Cc3ccc(C)cc3)n2)cc1	0.5	-0.4	-0.3	-2.5	2.0	-1.9	3.1	6.9	-0.6
CCOC(=O)N1CCN(S(=O)(=O)c2ccc(C(=O)N(CCCN(C)C)c3nc4cc(OC)ccc4s3)cc2)CC1	-8.8	6.7	9.2	3.2	-5.7	3.9	-8.6	6.7	0.0
CCOCCC(=O)Nc1nnc(CCc2ccccc2)s1	-1.1	0.2	0.1	3.2	3.3	-0.9	-11.1	-2.0	3.8
Cc1ccc(NC(=O)Nc2cccs2)c(Cl)c1	-9.9	2.6	2.5	15.9	-7.2	2.8	-5.6	-11.4	-1.1

Compound profiles, as listed above:
`COc1ccccc1CNC(=O)COC(=O)c1ccc([N+](=O)[O-])o1` as listed: M5 ag: 4.1; M4 ag: 2.4; CHO-K1 Ca ag: 0.6; M1 PAM parental: 11.9; CHRM5 PAM: 11.0; CHRM5 antagonist: 3.0; M4 antag: -11.8; CHO-K1 Ca antag: -26.1; M4 PAM: 6.2
`CSc1ccc(-c2nnn(Cc3ccc(C)cc3)n2)cc1` as listed: M5 ag: 0.5; M4 ag: -0.4; CHO-K1 Ca ag: -0.3; M1 PAM parental: -2.5; CHRM5 PAM: 2.0; CHRM5 antagonist: -1.9; M4 antag: 3.1; CHO-K1 Ca antag: 6.9; M4 PAM: -0.6

(further entries)
SMILES	M5 ag	M4 ag	CHO-K1 Ca ag	M1 PAM parental	CHRM5 PAM	CHRM5 antagonist	M4 antag	CHO-K1 Ca antag	M4 PAM
Cc1ccc(OCCC(=O)OCC(=O)NC2CCCC2)cc1	-3.1	1.1	0.1	1.0	2.4	-3.0	-6.5	-2.7	3.2
CCCNC(=O)c1cc(C2CCCN(C(=O)c3ccc4ccccc4c3)C2)on1 (centres undefined)	-0.2	3.1	3.6	17.2	-0.8	6.0	-2.2	1.4	1.5
O=C(Nc1ccccc1Cl)N1CCSc2ccccc21	1.7	-0.7	0.1	6.8	0.0	-0.1	3.2	-1.4	-4.5
COCc1cc(C)nc(SCC(=O)Nc2ccc(C)c(C)c2)c1C#N	-3.6	0.9	0.8	21.4	5.4	-4.3	-8.1	-15.4	12.6
O=C(c1c[nH]c2ccccc12)N1CCOCC1	-0.8	1.3	1.3	14.1	4.8	4.8	-3.4	-7.5	4.3
COC(=O)C1C(=O)C=C(Nc2ccc(F)cc2)CC1c1ccc(OC)cc1 (centres undefined)	-2.8	0.5	-0.1	-8.3	-1.8	1.3	4.0	5.2	-5.2
O=C(COC(=O)c1cccc(Br)c1)NCCNC(=O)COC(=O)c1cccc(Br)c1	-4.0	0.6	0.6	-6.4	7.3	-8.1	-3.4	0.4	3.7
O=C1CC(C(=O)O)S/C(=N\NC(=O)c2ccc(F)cc2)N1 (centres undefined)	-1.0	0.5	0.3	-12.1	-1.9	2.8	-3.8	-1.4	12.3
O=C(CSc1nc(-c2ccco2)cc(C(F)(F)F)n1)NCCc1ccccc1	-1.9	-1.1	-0.2	-2.4	-0.7	-2.3	2.6	-3.4	6.3
CCNC(=O)N(CC)C[C@H]1N[C@@](C)(C(=O)OC)[C@H]2C(=O)N(C)C(=O)[C@@H]12	1.9	1.4	0.4	21.3	0.8	-11.0	-18.6	-22.7	3.9
Cc1c(Cl)cccc1NC(=S)NCCN1CCOCC1	0.5	0.7	0.7	0.6	4.8	-3.0	1.8	1.9	-5.0
CCOC(=O)C1=C(C)OC(N)=C(C#N)C1c1cc(OC)c2c(c1)OCO2 (centres undefined)	-2.6	0.2	0.5	19.5	0.8	0.2	-5.2	-7.9	0.7
COc1cc(C(=O)N2CCN(C(=O)C3COc4ccccc4O3)CC2)cc(OC)c1OC (centres undefined)	-1.6	14.6	5.3	8.4	-8.4	11.3	3.1	-1.8	-3.2
COc1ccccc1CC(NC(C)=O)C(=O)N1CCN(C(=O)Nc2ccccc2Cl)CC1 (centres undefined)	1.6	1.1	0.5	-4.8	7.9	-7.3	-13.1	-14.7	4.2
COc1cccc(/C=N/NC(=S)NCCc2ccccc2)c1OC	-6.5	-1.6	1.6	20.2	2.4	-1.4	-1.2	-23.1	-2.9
CC(C)(C)CC(C)(C)c1ccc(O)c(CN2CCN(CCC#N)CC2)c1	-12.2	-0.4	0.4	14.5	-7.7	-2.1	-5.0	-8.3	-1.5
CCCn1c2ccccc2c2cnn(CC(=O)N3CCOCC3)c(=O)c21	1.0	0.9	1.5	4.6	-0.9	4.3	0.1	-7.7	-3.0
CCOc1ccccc1N(CC(=O)Nc1ccccc1C(=O)OC)S(C)(=O)=O	0.3	1.3	0.1	12.5	-1.1	2.9	-1.7	-5.1	2.6
Cc1ccc(-c2ccc3c(c2)O[C@H](CN(C)C(=O)Nc2ccc(C(F)(F)F)cc2)[C@H](C)CN([C@H](C)CO)S3(=O)=O)cc1	3.2	0.4	0.2	1.2	-4.8	-0.8	-10.4	2.7	2.6
C/C(=N\NC(=O)COc1ccccc1-c1ccccc1)c1ccccn1	-0.6	0.0	1.1	-11.5	1.0	6.9	-8.3	-8.7	-0.1
Cc1ccc(NC2CCCN(C(=O)CCCN3CCCCC3=O)C2)cc1C (centres undefined)	-0.7	2.8	0.6	-12.0	-5.7	11.7	-8.5	-4.0	3.0
COc1cc2sc3ccc(C#Cc4ccc(N)cc4)cc3c(=O)c2cc1OC	2.9	0.6	-0.1	-7.3	-10.9	1.5	-7.3	-13.9	5.3
O=C(Cn1nnc(N2CCCCC2)n1)c1ccc(Cl)c(Cl)c1	3.5	0.9	-0.3	-22.4	7.7	-3.2	7.7	11.0	-4.1
CCOC(=O)C1=CC[C@@H](c2ccc(F)cc2)N(S(=O)(=O)c2ccc(C)cc2)[C@H]1c1ccccc1	0.9	-1.6	0.3	4.5	0.1	-16.8	0.4	8.7	-5.4
C/C(=N\NC(=O)COc1ccccc1-c1ccccc1)c1cccnc1	-7.4	-0.2	0.9	19.6	-1.6	4.7	4.8	-21.9	-7.3
N#Cc1nc(Cc2ccccc2)oc1NCc1cccnc1	0.3	0.5	0.7	19.4	4.8	2.5	10.4	-4.4	6.7
O=C(C1CCCCN1S(=O)(=O)c1ccccc1)N1CCN(C(c2ccccc2)c2ccccc2)CC1 (centres undefined)	-12.2	-2.6	0.3	23.3	-12.2	8.7	-3.0	-10.2	-11.5
COc1ccc(NS(=O)(=O)c2ccc(OC)c(NC(=O)CCC3CCCCC3)c2)cc1	-1.1	-0.8	0.3	13.7	9.4	-1.3	-6.7	-2.7	7.6
NS(=O)(=O)c1cccc(NC(=O)COC(=O)CCSc2ccccc2)c1	0.1	0.4	0.3	13.7	0.4	4.4	9.3	-1.4	0.7
O=c1c2c(n3cnnc3n1-c1ccccc1)-c1ccccc1CC21CCCC1	0.5	-0.1	0.1	11.3	-0.6	0.1	0.1	-5.9	11.2
Cc1ccc(OCCNC(=O)c2cc(C(=O)NCCOc3ccc(C)cc3)cc([N+](=O)[O-])c2)cc1	8.9	15.2	9.2	-1.6	-15.4	26.0	23.9	16.2	-25.6
Nc1c(Cl)ncnc1NCC(O)CO (centres undefined)	4.2	0.1	-0.2	-19.5	-2.8	12.3	2.4	2.2	-1.8
Cc1ccccc1OCC(=O)NNC(=O)c1cc(S(=O)(=O)N2CCOCC2)ccc1N1CCCC1	2.5	0.9	1.6	7.0	4.1	-4.5	-4.4	-2.7	7.1
CC(=O)Nc1cc(C(=O)O)ccc1S(=O)(=O)c1ccc(C)cc1	-0.4	-0.5	-0.3	-0.7	-5.5	2.8	3.7	-28.9	-0.7
O=C(O)[C@H](Cc1ccccc1)Nc1ccc([N+](=O)[O-])cn1	-1.7	0.3	1.4	19.0	-1.7	17.9	5.7	-10.8	2.5
O=c1cc(-c2ccccc2)nc2nc(-c3ccccc3)[nH]n12	-3.3	0.1	0.1	1.3	-6.1	-2.4	-6.2	2.2	1.2
OCCN1CCN(c2ncnc3c2ncn3[C@H]2CN(Cc3ccncc3)C[C@@H](CO)O2)CC1	0.0	0.4	0.0	-14.4	-0.8	6.4	3.7	-7.4	-4.5
Cc1cccc(OCC(=O)N/N=C/c2sc(=O)n(Cc3cccc(C(=O)O)c3)c2Cl)c1	0.5	-0.8	-0.1	-19.0	3.8	1.3	-1.8	1.4	3.4
COc1ccc(C2C(C(=O)c3ccco3)=C(O)C(=O)N2CC2CCCO2)cc1 (centres undefined)	2.2	9.9	2.0	15.0	-2.7	5.8	-8.5	-15.1	-0.8
COc1ccc(S(=O)(=O)N(Cc2nc3ccccc3c(=O)[nH]2)C2CCCC2)cc1	-3.3	6.4	2.0	8.7	-5.1	2.0	4.1	1.8	-12.7
CC(C)(C)n1nnnc1C(C1CC1)N1CCN(C/C=C/c2ccccc2)CC1 (centres undefined)	-8.3	-0.2	0.8	22.9	0.9	-0.5	-9.8	-24.4	3.4
O=S(Cc1ccc(Br)cc1)Cc1nnc(SCc2c(F)cccc2Cl)n1-c1ccccc1 (centres undefined)	0.6	6.4	0.9	-1.9	-4.6	-4.8	-0.4	5.9	-5.1

Screens: PubChem BioAssay, The Scripps Research Institute Molecular Screening Center
